# GPR151 activ = human GPR151 activation. 650,000 compounds, 1% hits. Q8TDV0. activation, % at 11.2 µM. AID 1508602. PathHunter beta-arrestin GPR151 cells, luminescence; in the data active means activation above about 4.9%;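 further: 0% = median of compound wells and 100% = cells with positive control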
# Target sequence (Q8TDV0 whole entry, looked up): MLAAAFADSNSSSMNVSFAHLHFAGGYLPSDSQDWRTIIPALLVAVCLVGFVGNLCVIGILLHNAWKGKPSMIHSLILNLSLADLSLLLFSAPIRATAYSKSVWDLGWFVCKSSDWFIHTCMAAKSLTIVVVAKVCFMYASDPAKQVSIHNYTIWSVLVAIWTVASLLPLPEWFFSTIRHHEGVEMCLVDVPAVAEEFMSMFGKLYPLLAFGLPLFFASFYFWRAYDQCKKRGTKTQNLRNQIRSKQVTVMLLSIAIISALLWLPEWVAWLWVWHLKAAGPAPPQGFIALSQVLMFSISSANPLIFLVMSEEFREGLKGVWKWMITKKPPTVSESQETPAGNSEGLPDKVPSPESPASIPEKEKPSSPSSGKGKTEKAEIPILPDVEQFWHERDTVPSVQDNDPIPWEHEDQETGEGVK
# FBW7 activator = activators of human E3 ligase FBW7 | AlphaScreen FBW7–phospho-cyclin E peptide binding, activator screen | normalized activity (activation), % at 26.1 µM | 650,000 compounds, 0.13% hits; in the data active means normalized activity above about 1.9%;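 further: purified mutant Fbw7 with reduced substrate affinity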
# TEAD-YAP block = TEAD-YAP interaction inhibition | HEK-TIYL cells, TEAD-Gal4/YAP UAS-luciferase luminescence | inhibition, % at 9.12 µM | 640,000 compounds, 1.4% hits | AID 1259422; in the data active means inhibition above about 32%;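 further: 0% = median of test compound wells and 100% = reference inhibitor wells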
# MITF inh = human MITF inhibition, primary screen; AlphaScreen MITF homodimerization, bead proximity signal; inhibition, % at 2.6 µM; 650,000 compounds, 0.91% hits; AID 1259374; in the data active means inhibition above about 50%;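 further: 0% = vehicle wells with protein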
# Target sequence (O75030 whole entry, looked up): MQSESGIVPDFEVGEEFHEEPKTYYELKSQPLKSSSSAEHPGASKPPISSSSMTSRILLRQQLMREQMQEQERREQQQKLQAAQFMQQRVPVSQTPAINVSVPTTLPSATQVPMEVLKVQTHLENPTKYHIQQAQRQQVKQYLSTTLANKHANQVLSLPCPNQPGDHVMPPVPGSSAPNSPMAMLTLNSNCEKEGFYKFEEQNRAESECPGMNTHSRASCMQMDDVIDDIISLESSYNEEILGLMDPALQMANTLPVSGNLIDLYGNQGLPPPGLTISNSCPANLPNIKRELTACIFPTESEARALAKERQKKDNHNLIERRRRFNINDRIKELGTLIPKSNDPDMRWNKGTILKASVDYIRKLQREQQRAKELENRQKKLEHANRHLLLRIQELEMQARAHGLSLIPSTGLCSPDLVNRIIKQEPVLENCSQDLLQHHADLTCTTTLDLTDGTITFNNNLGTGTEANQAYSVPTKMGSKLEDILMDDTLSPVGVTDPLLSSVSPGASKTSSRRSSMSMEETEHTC
# * = called active by the depositor; nt = no result given.
SMILES,GPR151 activ,FBW7 activator,TEAD-YAP block,MITF inh
O=C(NCCO)c1ccc2nc(-c3csc4ccccc34)sc2c1,-12,0.0,-49,5
Cc1cc(NS(=O)(=O)c2ccc(NC(=O)c3ccoc3C)cc2)nc(C)n1,0.7,-0.1,-16,4
Cc1ccc2nc(N3CCNC3=O)c(C)cc2c1,-0.6,-0.1,-15,-3
Cc1cc(=O)[nH]c(SCc2ccc(C(=O)Nc3nccs3)cc2)n1,-2.3,0.8,2,-1
CCOC(=O)Cn1c(=NC(=O)c2ccc([N+](=O)[O-])s2)sc2cc(NC(C)=O)ccc21,-1.2,1.0,5,12
FC(F)(F)Oc1ccc(Nc2nc(N3CCOCC3)nc(N3CCN(C45CC6CC(CC(C6)C4)C5)CC3)n2)cc1,0.2,0.1,13,6
COc1cc(NC(=O)C2CCc3ccccc3O2)c(F)cc1-c1cn[nH]c1 (configuration not stated),-0.7,1.2,-21,-4
Cc1c(C(=O)OCC(=O)Nc2c(C)n(C)n(-c3ccccc3)c2=O)cccc1[N+](=O)[O-],-2.1,0.1,2,-12
CCOC(=O)c1cnc(SCC(=O)OCC(=O)c2c[nH]c3ccccc23)nc1N,0.6,0.1,0,-4
C=CCOc1c(CNC(C)(C)CO)cccc1OCC,2.0,-0.2,-2,-7
O=C(NCc1ccco1)c1ccc2c(=O)n(-c3ccc(F)cc3)c(SCC(=O)N3CCCC3)nc2c1,-0.7,-0.1,-2,-11
O=C(CCC(=O)OCCCC(F)(F)C(F)(F)F)Nc1ccccc1,0.8,0.1,6,13
COCC1CCN(C(=O)c2ccc(-n3cc(NC(=O)c4ccc(C)cc4C)cn3)cc2)C1 (configuration not stated),0.3,-0.1,3,-6
O=C(N=C1N=C2C=CC=CN2Cc2ccccc21)c1ccc(Cl)s1,-4.9,-0.5,-27,-11
Cc1ccc(CNS(=O)(=O)c2ccc3[nH]c(=O)ccc3c2)cc1,0.5,0.0,5,-2
CN(C)C(=O)CSc1nnc(Cc2cccs2)n1CCc1ccccc1,-0.1,0.0,11,-1
CCN(CC)CCNC(=O)CN1C(=O)/C(=C\c2ccc(C)cc2)Sc2ccccc21,-1.2,0.5,-2,23
CCN(CC)S(=O)(=O)c1ccc(/C=C/C(=O)OCC(=O)c2cc3ccccc3o2)cc1,-0.2,-0.1,-9,-2
O=C(Nc1ccnn1C1CCN(C(=O)c2ccc3ncccc3c2)CC1)C1CC1,-1.1,0.0,0,9
Cc1ccc2[nH]c(=O)c(CN3CCOCC3)c(-c3ccccc3)c2c1,0.4,-0.1,16,-3
Cc1ccccc1NC(=O)NC1(C(=O)NCCN2CCOCC2)CCCCC1,0.2,0.0,4,1
CCOc1ccccc1C(=O)N1CCN(Cc2ccc3c(c2)OCO3)CC1,1.1,0.0,1,-8
COc1ccc(C2(CC(=O)N3CCCC3c3ccccc3OC)CC(=O)N(C)C2=O)cc1 (configuration not stated),-0.4,-0.3,-79,-11
CCOc1ccc(-n2nc3ccc(NC(=O)COc4ccccc4C)cc3n2)cc1,-0.7,0.1,16,15
CCCn1nc(C(=O)NNC(=O)NCC(=O)OCC)c2ccccc2c1=O,-1.7,-0.1,1,5
Cc1nn(C)c(C)c1S(=O)(=O)Nc1ccccc1,1.5,0.0,-3,3
Clc1cc2c(c(CSc3nnnn3-c3ccccc3)c1)OCOC2,-0.5,0.2,3,10
Cc1ccc(C(=O)COc2ccc(C#N)cc2)c(C)c1,0.5,0.1,-3,10
COc1ccccc1NC(=O)Cn1cnc2sc(C(=O)NCc3ccccn3)c(C)c2c1=O,1.7,-0.3,11,7
CC[C@H](C)[C@@H]1NC(=O)[C@@H]2C[C@H](NCc3cccc(Cl)c3)CN2C1=O,2.4,0.1,1,-8
CCC(C)NC(=O)c1sc2ncn(CC(=O)NCCCOC)c(=O)c2c1C (configuration not stated),-0.3,0.0,7,6
COc1ccc(NC(=O)c2ccco2)c(NC(=O)COc2ccc(C)cc2)c1,0.8,0.0,9,-2
O=c1c2sccc2[nH]c(=S)n1CCN1CCCC1,2.7,-0.2,1,0
CCOc1ccc2cc(S(=O)(=O)N3CCN(c4ccccc4)CC3)ccc2c1,0.6,0.1,-1,3
CCOc1ccc(C(c2nnnn2C2CCCC2)N2CCN(C)CC2)cc1 (configuration not stated),0.6,-0.2,-1,-9
CCC(C)NC(=O)c1cccc2c1C(=O)N(C1CCCCC1)C2 (configuration not stated),0.0,0.0,3,2
CN1CCN(S(=O)(=O)c2cc([N+](=O)[O-])ccc2N(C)C2CCCCC2)CC1,-1.3,-0.1,3,21
Cc1ccc(NC(=O)c2c(NC(=O)c3ccc(C)cc3)sc3c2CCCCC3)cc1,0.8,1.1,6,14
O=C(NCc1ccc(F)cc1)c1c[nH]c2ccc(S(=O)(=O)N3CCc4ccccc43)cc2c1=O,1.1,0.2,-1,13
COc1cccc(N/C(SCc2ccccc2Cl)=C(/C#N)C(=O)NCc2cccs2)c1,1.5,-0.1,-1,6

# Four compounds from above, reduced to TEAD-YAP block, GPR151 activ and FBW7 activator.
compound,TEAD-YAP block,GPR151 activ,FBW7 activator
CCC(C)NC(=O)c1sc2ncn(CC(=O)NCCCOC)c(=O)c2c1C (configuration not stated),7,-0.3,0.0
CCOc1ccc(C(c2nnnn2C2CCCC2)N2CCN(C)CC2)cc1 (configuration not stated),-1,0.6,-0.2
O=C(NCc1ccc(F)cc1)c1c[nH]c2ccc(S(=O)(=O)N3CCc4ccccc43)cc2c1=O,-1,1.1,0.2
COc1cccc(N/C(SCc2ccccc2Cl)=C(/C#N)C(=O)NCc2cccs2)c1,-1,1.5,-0.1

# Remaining list, next part
SMILES,GPR151 activ,FBW7 activator,TEAD-YAP block,MITF inh
Cc1cccc(Cn2c(=O)c3c(nc(-n4nc(C)c(C)c4C)n3C)n(C)c2=O)c1,1.1,-0.1,-3,6
CC(=O)c1cc(C#N)c(SCC(=O)c2ccc(Cl)cc2)nc1C,0.3,0.0,1,3
CCOC(=O)C(C)c1nn(CC)c(=O)c2ccccc12 (configuration not stated),-0.7,0.2,-4,16
Oc1ccc(Cl)cc1Cc1cc(Cl)ccc1O,-0.6,0.1,12,17
C=CCn1c(=S)sc2c(SCC(N)=O)ncnc21,1.0,-0.1,-2,1
Cc1ccc(C2CC(c3ccc(Br)cc3)=NN2C(=O)CSc2nnc(CNC(=O)c3cccc([N+](=O)[O-])c3C)n2C)cc1 (configuration not stated),-1.0,-0.1,-3,-7
O=C1C(=O)N(c2nncs2)C(c2cccc(Br)c2)/C1=C(\O)c1ccccc1 (configuration not stated),0.0,-0.2,-16,-8
O=c1[nH]c(=S)[nH]c(O)c1N=Nc1cccc([N+](=O)[O-])c1,-3.8,0.1,-7,13
O=C(NCCCN1CCC(Cc2ccccc2)CC1)C1CCC(=O)N1C1CCCC1 (configuration not stated),0.5,-0.1,6,3
O=C(O)c1ccc(C2Nc3ccccc3C3C=CCC32)cc1 (configuration not stated),-1.1,-1.4,9,31
Cc1csc(-c2cnc3ccc(NCCCO)nn23)c1,0.9,0.2,34*,16
COc1ccc(N2CCN(C(=O)CSCc3ccccc3C#N)CC2)cc1,0.1,-0.1,-11,-1
Clc1ccc2nc(CSc3nc4ccccc4o3)cn2c1,0.9,-0.1,-37,-1
COc1cccc(C2(CC(=O)N3CCCCC3)CC(=O)N(C3CCCC3)C2=O)c1 (configuration not stated),1.3,0.4,-68,8
COc1cccc(C(=O)N2CCCCC2)c1OC,-1.3,-0.2,2,-4
Cc1ccc(Cl)cc1N(CC(=O)Nc1c(C)cccc1C)S(C)(=O)=O,0.1,1.0,5,11
COC(=O)Nc1ccc(SCC(=O)c2ccccc2)cc1,1.9,0.2,-2,3
O=C(NCCn1ccc2ccccc21)C1CCCC1,-0.1,0.2,8,5
CCCCOc1ccc(S(=O)(=O)n2nc(C)c(S(=O)(=O)N(C)c3ccccc3)c2C)cc1,0.4,0.0,-7,1
O=S(=O)(NCCc1cn2ccsc2n1)c1ccc(Cl)cc1,0.0,0.1,0,3
COc1ccc(C(C)N(C)C(=O)CCc2nnc(CCc3c[nH]c4ccccc34)o2)cc1 (configuration not stated),-2.2,0.3,10,8
CC(C)CNC(=O)CN(c1cc(C(F)(F)F)ccc1Cl)S(C)(=O)=O,-0.4,0.1,-15,2
CN1CCN(Cc2cnn(-c3ccccc3Cl)c2)CC1CCO (configuration not stated),-0.9,0.2,-10,7
O=C(NCc1cccs1)C(Cc1ccccc1)n1cccc1 (configuration not stated),-0.2,0.1,-9,21
COc1cccc(C(=O)Nc2nnc(CCS(=O)(=O)c3ccc(C)c(C)c3)s2)c1,0.7,0.1,0,-3
O=C(NCCOc1cccc(Cl)c1Cl)C1CCCN1S(=O)(=O)c1ccc2ccccc2c1 (configuration not stated),0.1,0.1,11,16
CCOC(=O)CSc1nnc(NC(=O)c2ccc(C)cc2)s1,-1.7,-0.1,13,-1
COc1ccc(C(=O)NCc2ccsc2)c(OC)c1,-1.2,-0.1,-9,-7
O=C(Nc1ccc2oc(-c3ccncc3)nc2c1)c1ccc(-c2ccccc2)o1,-1.0,0.0,7,10
Nc1c(C(=O)Nc2ccc(S(N)(=O)=O)cc2)sc2nc(-c3ccccc3)cc(C(F)(F)F)c12,0.4,0.3,0,3

# The closing 6 records of the part above open the next one.
SMILES,GPR151 activ,FBW7 activator,TEAD-YAP block,MITF inh
COc1cccc(C(=O)Nc2nnc(CCS(=O)(=O)c3ccc(C)c(C)c3)s2)c1,0.7,0.1,0,-3
O=C(NCCOc1cccc(Cl)c1Cl)C1CCCN1S(=O)(=O)c1ccc2ccccc2c1 (configuration not stated),0.1,0.1,11,16
CCOC(=O)CSc1nnc(NC(=O)c2ccc(C)cc2)s1,-1.7,-0.1,13,-1
COc1ccc(C(=O)NCc2ccsc2)c(OC)c1,-1.2,-0.1,-9,-7
O=C(Nc1ccc2oc(-c3ccncc3)nc2c1)c1ccc(-c2ccccc2)o1,-1.0,0.0,7,10
Nc1c(C(=O)Nc2ccc(S(N)(=O)=O)cc2)sc2nc(-c3ccccc3)cc(C(F)(F)F)c12,0.4,0.3,0,3
O=C1NC(c2ccc(O)cc2)C(C(=O)c2cccs2)C(O)(C(F)(F)F)N1 (configuration not stated),1.8,-0.2,0,-3
CCOc1cc(CNCCO)cc(Br)c1OCc1ccccc1,-0.3,0.3,14,9
CCOC(=O)C1CCN(CCC(=O)Nc2cccc(Cl)c2C)CC1,0.7,1.4,-9,8
CCc1sc(N2N=C(c3cccs3)CC2c2ccc(OC)c(OC)c2)nc1-c1ccc(OC(=O)c2ccccc2)cc1 (configuration not stated),-1.6,-0.1,-9,6
Cc1cccc(NC(=O)c2cc(S(=O)(=O)NCc3ccc(F)cc3)ccc2F)c1C,1.3,-0.1,17,2
CCOC(=O)c1ccc2nc(C(F)(F)F)nc(NCCCN3CCCC3=O)c2c1,2.3,0.0,-2,4
CCOC(=O)c1ccc(S(=O)(=O)N(CCO)Cc2cc3ccc(C)cc3[nH]c2=O)cc1,0.3,0.1,7,14
CCOc1cc2oc(C(F)(F)F)c(Oc3ccccc3)c(=O)c2cc1CC,-1.4,0.9,-3,14
Cc1cc(OCC(=O)N2CCCCCC2)ccc1[N+](=O)[O-],-1.4,0.4,-39,13
CC(=O)N[C@@H](CSC(=O)[C@]1([C@@H](O)C(C)C)NC(=O)[C@H](C)[C@@H]1O)C(=O)O,-1.2,nt,nt,7
CC(C)(C)NC(=O)CSc1nc2ccccc2nc1SCC(=O)NC(C)(C)C,0.2,-0.3,-7,-2
O=C(CSc1nnc(NC2CCCCC2)s1)Nc1cccc([N+](=O)[O-])c1,-0.8,0.3,0,10
Cc1cc(NC(=O)Nc2ccc(Cl)cc2)no1,-0.1,0.1,-23,-1
Cc1ccc(-c2nc(I)ccc2O)cc1,-0.5,-0.2,-3,-2
COc1ccc(OC)c(NC(=O)c2ccc([N+](=O)[O-])cc2Cl)c1,-1.9,0.2,3,17
CN(Cc1ccc(F)cc1)c1ccc(OCC(=O)N2CCCCC2c2ccccn2)nn1 (configuration not stated),-1.0,0.0,-2,-3
C/C(=N\NC(=O)Cc1cccn1C)c1ccc(Cl)cc1Cl,2.9,0.2,3,7
O=[N+]([O-])c1ccc(C2(O)CN(c3ccccc3)C3=[N+]2CCS3)cc1 (configuration not stated),-1.8,0.2,-2,7
COc1cc(C=O)ccc1OCC(=O)Nc1ccc2c(c1)OCCO2,0.0,0.1,-2,5
NC(=O)c1ccnc(N2CCC(N3CCOCC3)CC2)c1,-0.7,-0.1,-6,-4
Cc1ccc(C)c(-c2csc(N)n2)c1,0.2,-0.1,3,2
O=C(CN1CCCc2ccccc21)NC(=O)NCc1ccco1,-2.0,-0.1,6,9
Cc1sc2ncn(CC(=O)NC3CCCCC3)c(=O)c2c1-c1ccc(F)cc1,0.0,-0.1,1,3
FC(F)(F)c1nc(Nc2ccc3ccccc3c2)sc1-c1cccc(Cl)c1,-0.4,0.1,4,9
O=C(NNC(=O)c1cccnc1)Nc1ccc(Cl)c(Cl)c1,-0.4,-0.1,-6,-22
COc1ccc(C2=NOC(C(=O)NC3CCCCC3)C2)cc1 (configuration not stated),0.2,0.1,-12,5
CC(=O)N1CCC(c2ncncc2-c2cc(C)no2)CC1,-0.3,0.0,4,-7
CCOC(=O)c1ccc(NC(=O)c2cc3c(s2)-c2ccccc2S(=O)(=O)C3)cc1,0.1,-0.1,-2,-5
COc1ccc(N2CCN(c3nccs3)CC2)cc1,2.6,-0.1,-30,-4
COc1ccc(C2Nc3ccccc3C(=O)N2c2ccc(C)cc2)cc1CSc1nc2ccccc2s1 (configuration not stated),-1.7,0.1,-53,4

# High-throughput results: PubChem BioAssay, The Scripps Research Institute Molecular Screening Center
